From PubChem
CHRM4 agonist: CHRM4 agonism in calcium assay; P08173; activation, % at 3 µM; AID 624127; hit rate 0.14% among 360,000; CHO-K1 hM4/Gqi5, Fluo-8 calcium fluorescence; vehicle 0%, full acetylcholine response 100%;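 active = activation above the run mean over all test wells plus 3 SD, cut at about 32% in these data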;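 note: peak over basal fluorescence ratio per well then scaled between controls; 0% = DMSO wells and 100% = acetylcholine at EC100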
Target sequence (P08173 whole entry, looked up): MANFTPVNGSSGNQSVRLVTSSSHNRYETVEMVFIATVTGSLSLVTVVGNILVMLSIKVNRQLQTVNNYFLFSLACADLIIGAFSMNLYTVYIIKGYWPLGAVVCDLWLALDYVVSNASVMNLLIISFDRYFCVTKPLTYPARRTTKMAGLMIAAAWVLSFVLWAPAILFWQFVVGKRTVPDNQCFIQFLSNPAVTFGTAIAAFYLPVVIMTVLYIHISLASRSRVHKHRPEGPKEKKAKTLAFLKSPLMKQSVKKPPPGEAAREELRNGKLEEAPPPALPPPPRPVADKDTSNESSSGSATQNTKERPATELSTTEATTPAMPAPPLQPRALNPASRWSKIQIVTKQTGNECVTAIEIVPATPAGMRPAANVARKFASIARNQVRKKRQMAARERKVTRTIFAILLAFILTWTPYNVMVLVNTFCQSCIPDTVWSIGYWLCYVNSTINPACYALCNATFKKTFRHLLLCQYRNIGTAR
IDE cell inh: cellular human IDE inhibition. P14735. HEK cells, FAbetaB cleavage, fluorescence polarization. inhibition, % at 5.59 µM. hit rate 0.41% among 320,000;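 active = percent inhibition above the average of all tested compounds plus 3 SD, set per screening campaign, cut at about 16% in these data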;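 note: IDE supplied by intact live HEK cells; FP after avidin binding of uncleaved biotin substrate so inhibition keeps polarization high; 0% = DMSO wells and 100% = 60 µM reference IDE inhibitor Ii1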
CRFBP-R2 block: blocks CRF-induced signaling of the CRF-BP/CRF-R2 complex; HEK293 CRF-R2/CRF-BP, CRF-induced calcium fluorescence; inhibition, % at 11.8 µM; hit rate 0.59% among 350,000; AID 588475;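 active = inhibition of the ligand-induced calcium signal above about 50% at the single tested concentration, limit read from the data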
CHRM5 PAM: CHRM5 positive allosteric modulation; P08912; CHO-K1 hM5, Fluo-8 calcium, ACh EC20 PAM; 0% = ACh EC20, 100% = ACh EC100; activation, % at 3 µM; hit rate 0.3% among 360,000; AID 624038;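 active = activation above the run cutoff, the mean activation of all test compounds plus 3 SD, cut at about 18% in these data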
Target sequence (P08912 whole entry, looked up): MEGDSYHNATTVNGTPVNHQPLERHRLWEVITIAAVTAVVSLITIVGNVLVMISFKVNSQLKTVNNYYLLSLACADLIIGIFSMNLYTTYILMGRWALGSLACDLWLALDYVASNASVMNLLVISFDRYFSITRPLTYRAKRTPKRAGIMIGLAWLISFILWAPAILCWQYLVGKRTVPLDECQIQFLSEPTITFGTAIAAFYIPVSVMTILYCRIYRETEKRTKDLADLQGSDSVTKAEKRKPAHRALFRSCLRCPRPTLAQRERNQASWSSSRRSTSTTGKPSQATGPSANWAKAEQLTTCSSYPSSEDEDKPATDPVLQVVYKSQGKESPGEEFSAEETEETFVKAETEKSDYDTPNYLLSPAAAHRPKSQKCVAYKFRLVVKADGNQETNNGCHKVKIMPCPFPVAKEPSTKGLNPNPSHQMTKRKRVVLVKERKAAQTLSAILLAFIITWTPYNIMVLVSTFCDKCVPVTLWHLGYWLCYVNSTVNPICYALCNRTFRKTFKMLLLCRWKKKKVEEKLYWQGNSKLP
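system = human M5 receptor in CHO-K1 cells | reagent = EC20 acetylcholine as agonist stimulus | compound dosing = single-point, 3 µM nominal | incubation = Fluo-8 loading 80 min at 37 °C plus 30 min room temperature | detection = Fluo-8 calcium dye fluorescence, kinetic read | benchmarks = low control EC20 acetylcholine (0%), high control EC100 acetylcholine (100%)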
CRFBP-R2 agonist: agonists of human CRF-binding protein/CRF-R2 receptor complex | HEK293 CRF-R2/CRF-BP, calcium dye fluorescence (FLIPR); percent of saturating CRF peptide response | activation, % at 13.2 µM | hit rate 0.46% among 350,000 | AID 588473;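 active = activation of at least 50%, plus an integration ratio under a set limit after plate pattern correction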;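 note: plate controls were neutral control wells without compound for no effect and CRF at EC100 for full effect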
CHRM5 antagonist: antagonists of human muscarinic M5 receptor (CHRM5) | P08912 | CHO-hM5 cells, Fluo-8 calcium fluorescence, ACh EC80 | inhibition, % at 3 µM | hit rate 0.59% among 360,000 | AID 624040;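 active = inhibition above a per-plate cutoff, the mean of that plate's test compounds plus 3 SD, cut at about 27% in these data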;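 note: 0% = acetylcholine EC80 with DMSO and 100% = DMSO without agonist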
CHRM4 PAM: potentiates acetylcholine response at human M4 receptor; CHO-K1 hM4/Gqi5, Fluo-8 calcium fluorescence, ACh EC20; 0% = ACh EC20, 100% = maximal ACh; activation, % at 3 µM; hit rate 0.4% among 360,000;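 active = activation above its plate's cutoff, the mean activation of sample wells plus 3 SD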; note: some results filed as inactive read as strong as hits
CHRM4 antagonist: antagonists of human muscarinic M4 receptor (CHRM4). hit rate 0.73% among 360,000. inhibition, % at 3 µM. AID 624125. P08173. CHO-hM4 cells, ACh EC80, Fluo-8 calcium fluorescence;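 active = inhibition above its plate's cutoff, the mean inhibition of sample wells plus 3 SD, cut at about 27% in these data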;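 note: 0% = acetylcholine EC80 with DMSO and 100% = DMSO without agonist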
CHRM5 agonist: CHRM5 agonism in calcium assay; hit rate 0.19% among 360,000; activation, % at 3 µM; P08912; CHO-K1 hM5 cells, Fluo-8 calcium fluorescence; 0% DMSO wells, 100% maximal acetylcholine response; AID 624037;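 active = activation above the run's mean over test compounds plus 3 SD, cut at about 23% in these data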;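 note: signal is peak over basal fluorescence ratio across the kinetic read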
* marks the source's active call; other numbers are inactive results.

Results for CCOC(=O)C(Cc1ccccc1)C(=O)Nc1ccccc1C (configuration not stated) ?
CHRM4 agonist: 2; IDE cell inh: -1; CRFBP-R2 block: -24; CHRM5 PAM: 10; CRFBP-R2 agonist: 0.1; CHRM5 antagonist: -4; CHRM4 PAM: 5; CHRM4 antagonist: -13; CHRM5 agonist: -2

Results for COc1ccc(CCNC(=O)Cc2ccccc2)cc1OC ?
CHRM4 agonist: -1; IDE cell inh: 3; CRFBP-R2 block: 9; CHRM5 PAM: 14; CRFBP-R2 agonist: -1.9; CHRM5 antagonist: -7; CHRM4 PAM: 0; CHRM4 antagonist: 5; CHRM5 agonist: 6

How did COc1ccccc1NC(=O)Nc1nnc(C(C)C)s1 do in these assays?
CHRM4 agonist: 1; IDE cell inh: 0; CRFBP-R2 block: -56; CHRM5 PAM: -3; CRFBP-R2 agonist: -2.0; CHRM5 antagonist: 6; CHRM4 PAM: -1; CHRM4 antagonist: 12; CHRM5 agonist: -1

Results for O=C(Nc1cc(S(=O)(=O)N2CCOCC2)ccc1N1CCOCC1)c1ccccc1Cl ?
CHRM4 agonist: 1; IDE cell inh: 2; CRFBP-R2 block: 16; CHRM5 PAM: -5; CRFBP-R2 agonist: -0.5; CHRM5 antagonist: 24; CHRM4 PAM: 3; CHRM4 antagonist: -3; CHRM5 agonist: -1

Results for CC(=O)c1cccc(NC(=O)C2COc3ccccc3O2)c1 (configuration not stated) ?
CHRM4 agonist: 4; IDE cell inh: 1; CRFBP-R2 block: 1; CHRM5 PAM: 6; CRFBP-R2 agonist: -0.4; CHRM5 antagonist: 7; CHRM4 PAM: 5; CHRM4 antagonist: -4; CHRM5 agonist: 7

What do the screens show for `Cc1cc(NC(=O)CCC(=O)N(Cc2ccco2)C(C(=O)NC2CCCC2)c2ccccc2F)no1` (configuration not stated)?
CHRM4 agonist: 8; IDE cell inh: -3; CRFBP-R2 block: 12; CHRM5 PAM: -5; CRFBP-R2 agonist: 0.6; CHRM5 antagonist: 3; CHRM4 PAM: 1; CHRM4 antagonist: -9; CHRM5 agonist: 0

Results for CN(Cc1ncc[nH]1)C(=O)c1cc(COc2c(F)cccc2F)on1 ?
CHRM4 agonist: 0; IDE cell inh: 2; CRFBP-R2 block: -6; CHRM5 PAM: -3; CRFBP-R2 agonist: 0.7; CHRM5 antagonist: 4; CHRM4 PAM: -5; CHRM4 antagonist: 8; CHRM5 agonist: -2

Results for COc1ccc(Cl)cc1NS(=O)(=O)c1cccc(C(=O)NCCCN2CCOCC2)c1 ?
CHRM4 agonist: 1; CRFBP-R2 block: 4; CHRM5 PAM: 0; CRFBP-R2 agonist: -0.5; CHRM5 antagonist: -2; CHRM4 PAM: 6; CHRM4 antagonist: -5; CHRM5 agonist: -1

How did CC(=O)N1CCN(CC(O)COc2ccc(S(=O)(=O)N3CCOCC3)cc2)CC1 (configuration not stated) do in these assays?
CHRM4 agonist: 1; IDE cell inh: 0; CRFBP-R2 block: 1; CHRM5 PAM: 8; CRFBP-R2 agonist: 1.5; CHRM5 antagonist: -4; CHRM4 PAM: 7; CHRM4 antagonist: -16; CHRM5 agonist: 0

Results for CCOCCN1CCN(c2c(CC)c(C)nc3cc(-c4cc(OC)cc(OC)c4)nn23)CC1 ?
CHRM4 agonist: 4; IDE cell inh: 5; CRFBP-R2 block: -10; CHRM5 PAM: 2; CRFBP-R2 agonist: -0.6; CHRM5 antagonist: -4; CHRM4 PAM: -2; CHRM4 antagonist: -13; CHRM5 agonist: -2

How did CC(C)(C)C(=O)Cn1ncc(N2CCOCC2)c(Cl)c1=O do in these assays?
CHRM4 agonist: 0; IDE cell inh: 2; CRFBP-R2 block: -6; CHRM5 PAM: -6; CRFBP-R2 agonist: -0.3; CHRM5 antagonist: 7; CHRM4 PAM: 1; CHRM4 antagonist: 0; CHRM5 agonist: 0

Results for Cc1cc(NC(=O)C(C)SCC(=O)Nc2ccccc2N2CCCC2)no1 (configuration not stated) ?
CHRM4 agonist: 1; IDE cell inh: -6; CRFBP-R2 block: 17; CHRM5 PAM: 2; CRFBP-R2 agonist: -2.0; CHRM5 antagonist: 8; CHRM4 PAM: 2; CHRM4 antagonist: -6; CHRM5 agonist: 1

What do the screens show for `Oc1ccc(Cl)cc1C=Nc1ccc2c3c(cccc13)CC2`?
CHRM4 agonist: 71*; IDE cell inh: 42*; CRFBP-R2 block: -22; CHRM5 PAM: -14; CRFBP-R2 agonist: 12; CHRM5 antagonist: 35*; CHRM4 PAM: -25; CHRM4 antagonist: 36*; CHRM5 agonist: 53*

Results for COc1ccc(/C=N/Nc2ncc(C(F)(F)F)cc2Cl)c(OC)c1OC ?
CHRM4 agonist: 1; IDE cell inh: 10; CRFBP-R2 block: -15; CHRM5 PAM: -1; CRFBP-R2 agonist: -2.0; CHRM5 antagonist: -1; CHRM4 PAM: -3; CHRM4 antagonist: 10; CHRM5 agonist: 5

What do the screens show for `C/C(CC(=O)Nc1ccc(N(C)C)cc1)=N\NC(=O)c1ccccc1O`?
CHRM4 agonist: 3; IDE cell inh: 1; CRFBP-R2 block: -7; CHRM5 PAM: -8; CRFBP-R2 agonist: -4.5; CHRM5 antagonist: 9; CHRM4 PAM: -8; CHRM4 antagonist: 9; CHRM5 agonist: 9

What do the screens show for `Cc1ccc(C(=O)Nc2ccc(Cc3ccncc3)cc2)cc1[N+](=O)[O-]`?
CHRM4 agonist: 15; IDE cell inh: 7; CRFBP-R2 block: 22; CHRM5 PAM: -16; CRFBP-R2 agonist: -6.2; CHRM5 antagonist: 7; CHRM4 PAM: -9; CHRM4 antagonist: -2; CHRM5 agonist: 0

How did CN(Cc1nc(-c2ccncc2)no1)S(=O)(=O)c1ccccc1 do in these assays?
CHRM4 agonist: 2; IDE cell inh: 9; CRFBP-R2 block: -1; CHRM5 PAM: -3; CRFBP-R2 agonist: -0.2; CHRM5 antagonist: 9; CHRM4 PAM: 7; CHRM4 antagonist: -2; CHRM5 agonist: 0

How did Cc1noc(NS(=O)(=O)c2ccc(NC(=O)c3cc(=O)c4ccccc4o3)cc2)c1C do in these assays?
CHRM4 agonist: 0; IDE cell inh: -2; CRFBP-R2 block: -2; CHRM5 PAM: -5; CRFBP-R2 agonist: -0.6; CHRM5 antagonist: 14; CHRM4 PAM: 0; CHRM4 antagonist: 3; CHRM5 agonist: -3

Results for CCN(C(=O)Cn1nc(C)c([N+](=O)[O-])c1C)c1c(N)n(Cc2ccccc2)c(=O)[nH]c1=O ?
CHRM4 agonist: -1; IDE cell inh: 1; CRFBP-R2 block: 33; CHRM5 PAM: -2; CRFBP-R2 agonist: -1.1; CHRM5 antagonist: 9; CHRM4 PAM: -10; CHRM4 antagonist: 17; CHRM5 agonist: 3

How did Cc1cccc(NS(=O)(=O)c2c(C)[nH]c(C)c2C(=O)N2CCCC2)c1 do in these assays?
CHRM4 agonist: 1; IDE cell inh: 8; CRFBP-R2 block: 4; CHRM5 PAM: -2; CRFBP-R2 agonist: 0.4; CHRM5 antagonist: 2; CHRM4 PAM: -6; CHRM4 antagonist: -2; CHRM5 agonist: -2

What do the screens show for `COc1ccc(C(=O)O)cc1S(=O)(=O)Nc1ccc(C)cc1`?
CHRM4 agonist: 0; IDE cell inh: 3; CRFBP-R2 block: -1; CHRM5 PAM: 7; CRFBP-R2 agonist: 1.4; CHRM5 antagonist: -5; CHRM4 PAM: 11; CHRM4 antagonist: -4; CHRM5 agonist: 2

Results for CCc1cc2c3c(c1)C1(C(=O)N3C(C)(C)C=C2C)C(C#N)=C(N)Oc2[nH]c(=O)[nH]c(=O)c21 (configuration not stated) ?
CHRM4 agonist: 0; IDE cell inh: 4; CRFBP-R2 block: 32; CHRM5 PAM: -3; CRFBP-R2 agonist: -2.2; CHRM5 antagonist: 2; CHRM4 PAM: -4; CHRM4 antagonist: 4; CHRM5 agonist: 17

What do the screens show for `CN(CC(=O)O)S(=O)(=O)/C=C/c1ccccc1`?
CHRM4 agonist: 1; IDE cell inh: 2; CRFBP-R2 block: -23; CHRM5 PAM: -5; CRFBP-R2 agonist: 2.2; CHRM5 antagonist: 1; CHRM4 PAM: 5; CHRM4 antagonist: 0; CHRM5 agonist: -3

Results for CCN(CC(=O)Nc1c(F)cccc1F)C(=O)CCCSc1nc2ccccc2[nH]1 ?
CHRM4 agonist: 4; CRFBP-R2 block: -11; CHRM5 PAM: -6; CRFBP-R2 agonist: -0.7; CHRM5 antagonist: -3; CHRM4 PAM: 1; CHRM4 antagonist: -18; CHRM5 agonist: 0

What do the screens show for `CN(Cc1ccccn1)C(=O)C1CCC(=O)N(Cc2cccc(F)c2)C1` (configuration not stated)?
CHRM4 agonist: 1; IDE cell inh: -4; CRFBP-R2 block: -13; CHRM5 PAM: -1; CRFBP-R2 agonist: 1.1; CHRM5 antagonist: 7; CHRM4 PAM: 9; CHRM4 antagonist: -7; CHRM5 agonist: -2

What do the screens show for `O=C(CCNC(=O)c1ccco1)Nc1ccc(Cl)cc1F`?
CHRM4 agonist: 0; IDE cell inh: 0; CRFBP-R2 block: 3; CHRM5 PAM: 4; CRFBP-R2 agonist: -1.2; CHRM5 antagonist: 7; CHRM4 PAM: 6; CHRM4 antagonist: 3; CHRM5 agonist: -3

Entries above that contain an NH in an aromatic ring, in the order listed:
Results for CN(Cc1ncc[nH]1)C(=O)c1cc(COc2c(F)cccc2F)on1 ?
CHRM4 agonist: 0; IDE cell inh: 2; CRFBP-R2 block: -6; CHRM5 PAM: -3; CRFBP-R2 agonist: 0.7; CHRM5 antagonist: 4; CHRM4 PAM: -5; CHRM4 antagonist: 8; CHRM5 agonist: -2

Results for CCN(C(=O)Cn1nc(C)c([N+](=O)[O-])c1C)c1c(N)n(Cc2ccccc2)c(=O)[nH]c1=O ?
CHRM4 agonist: -1; IDE cell inh: 1; CRFBP-R2 block: 33; CHRM5 PAM: -2; CRFBP-R2 agonist: -1.1; CHRM5 antagonist: 9; CHRM4 PAM: -10; CHRM4 antagonist: 17; CHRM5 agonist: 3

How did Cc1cccc(NS(=O)(=O)c2c(C)[nH]c(C)c2C(=O)N2CCCC2)c1 do in these assays?
CHRM4 agonist: 1; IDE cell inh: 8; CRFBP-R2 block: 4; CHRM5 PAM: -2; CRFBP-R2 agonist: 0.4; CHRM5 antagonist: 2; CHRM4 PAM: -6; CHRM4 antagonist: -2; CHRM5 agonist: -2

Results for CCc1cc2c3c(c1)C1(C(=O)N3C(C)(C)C=C2C)C(C#N)=C(N)Oc2[nH]c(=O)[nH]c(=O)c21 (configuration not stated) ?
CHRM4 agonist: 0; IDE cell inh: 4; CRFBP-R2 block: 32; CHRM5 PAM: -3; CRFBP-R2 agonist: -2.2; CHRM5 antagonist: 2; CHRM4 PAM: -4; CHRM4 antagonist: 4; CHRM5 agonist: 17

Results for CCN(CC(=O)Nc1c(F)cccc1F)C(=O)CCCSc1nc2ccccc2[nH]1 ?
CHRM4 agonist: 4; CRFBP-R2 block: -11; CHRM5 PAM: -6; CRFBP-R2 agonist: -0.7; CHRM5 antagonist: -3; CHRM4 PAM: 1; CHRM4 antagonist: -18; CHRM5 agonist: 0
